# Assay outcomes from PubChem.
# AmpC detergent: blocks E. coli AmpC beta-lactamase in detergent assay. AmpC hydrolysis of nitrocefin, absorbance 480 nm, 0.01% Triton. Potency, µM (series often up to 114 µM), for the others: at the top dose activity change, negative = inhibition, most hits filed as inhibitors. actives 0.041% (n = 370,000). AID 485294;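 also: potency is read from the fitted curve at half-maximal effect; 0% = no-compound wells and -100% = no-enzyme wells; nearly all actives have a fitted effect of over 25% in size; some results filed as inactive show a strong effect at the top dose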
# Target sequence (P00811 whole entry, looked up): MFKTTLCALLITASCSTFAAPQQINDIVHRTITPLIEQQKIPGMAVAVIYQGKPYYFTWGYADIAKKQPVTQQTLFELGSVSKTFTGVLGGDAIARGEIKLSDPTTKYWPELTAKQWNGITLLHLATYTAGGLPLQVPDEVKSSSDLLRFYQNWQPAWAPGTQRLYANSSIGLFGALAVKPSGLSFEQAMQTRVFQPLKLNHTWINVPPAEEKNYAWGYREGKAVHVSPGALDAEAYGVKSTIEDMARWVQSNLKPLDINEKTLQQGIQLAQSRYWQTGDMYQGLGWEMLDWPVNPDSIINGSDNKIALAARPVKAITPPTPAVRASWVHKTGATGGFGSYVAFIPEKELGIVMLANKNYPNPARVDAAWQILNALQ
#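 AmpC (5.3 nM in the dispensed reagent) in 20 mM phosphate pH 7.0 with 0.01% (detergent screen) or 0.0001% Triton X-100 was preincubated with compounds for 15 min at room temperature. Nitrocefin was then added from an 800 uM solution, and hydrolysis was followed at 480 nm.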
# AMA1 RON2 block: inhibitors of Plasmodium falciparum AMA1-RON2 interaction; AlphaScreen AMA1-biotinylated RON2 peptide binding; Potency, µM (top dose mostly 58.2 µM), for inactives: top-dose activity change, negative = inhibition, usual class: inhibitors; actives 0.2% (n = 360,000);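 also: potency is read from the fitted curve at half-maximal effect; 0% = vehicle wells and -100% = peptide control; nearly all actives have a fitted effect of over 45% in size; some results filed as inactive show a strong effect at the top dose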
#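 AMA1 (3D7) with his tag at 25 nM final met compounds first, then biotinylated RON2 peptide at 25 nM; detection used donor plus acceptor beads, 10 µg/mL apiece, read by AlphaScreen after 30 min at room temperature.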
# LmPK inh: LmPK (Leishmania mexicana) enzyme inhibition; AID 1721; actives 0.37% (n = 290,000); purified LmPK, Kinase-Glo ATP luminescence, 1 h; Potency, µM (top dose mostly 57.5 µM), for the others: top-dose activity change, negative = inhibition, hits mostly inhibitors; Q27686; also: potency is read from the fitted curve at half-maximal effect
# Target sequence (Q27686 whole entry, looked up): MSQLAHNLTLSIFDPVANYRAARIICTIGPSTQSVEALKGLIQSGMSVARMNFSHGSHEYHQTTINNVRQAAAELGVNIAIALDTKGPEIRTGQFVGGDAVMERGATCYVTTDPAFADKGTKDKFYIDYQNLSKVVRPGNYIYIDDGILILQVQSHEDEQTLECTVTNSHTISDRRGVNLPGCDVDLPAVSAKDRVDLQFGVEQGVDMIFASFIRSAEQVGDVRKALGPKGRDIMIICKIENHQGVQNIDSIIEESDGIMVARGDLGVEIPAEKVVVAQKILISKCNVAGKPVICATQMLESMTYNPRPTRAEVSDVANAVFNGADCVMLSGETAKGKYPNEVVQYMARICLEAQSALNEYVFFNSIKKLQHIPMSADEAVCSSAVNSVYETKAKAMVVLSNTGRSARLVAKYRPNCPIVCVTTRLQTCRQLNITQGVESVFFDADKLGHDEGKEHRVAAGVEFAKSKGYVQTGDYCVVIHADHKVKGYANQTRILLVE
#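 In 50 mM imidazole pH 7.2 with 7 mM MgCl2, LmPK (0.1 nM) turned over PEP (0.5 mM) and ADP (0.1 mM) for 1 h at room temperature. Luciferase read-out of ATP.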
# HCV inh: inhibitors of hepatitis C virus infection | Huh7.5.1 HCVcc-Cre infection, luciferase reporter, 44 h | Potency, µM (series often up to 41.8 µM), without a hit: top-dose activity change, negative = inhibition, usual class: inhibitors | actives 3.4% (n = 340,000) | AID 651820; also: potency is read from the fitted curve at half-maximal effect
#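 Antiviral activity was scored by luciferase reporter output from cells infected with HCVcc-Cre (~0.5 moi) in presence of compound, 44 h infection period, cells seeded 1,000/well 4 h prior.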
# Tb PYK inh: inhibitors of Trypanosoma brucei pyruvate kinase | Q57TT1 | Potency, µM (top dose mostly 76.8 µM), for the others: top-dose activity, negative = inhibition, usual class: inhibitors | AID 624173 | actives 0.12% (n = 410,000) | TbPYK enzyme, Kinase-Glo Plus ATP luminescence, 45 min; also: potency is read from the fitted curve at half-maximal effect; nearly all actives have a fitted effect of over 50% in size
#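 Readout: single end-point luminescence (Kinase-Glo Plus, 10 min). Reaction conditions were TbPYK/substrate plus 130 uM ADP, 45 min at RT, pH 7.2 TEA buffer. No-enzyme wells served as controls, and data were normalized before concentration-response fitting.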
# AmpC no deterg: inhibitors of E. coli AmpC beta-lactamase without detergent; Potency, µM (doses to about 57.1 µM), without a hit: top-dose activity change, negative = inhibition, most hits filed as inhibitors; actives 0.52% (n = 330,000); AmpC nitrocefin hydrolysis, absorbance 480 nm, 0.0001% Triton; P00811;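 also: potency is read from the fitted curve at half-maximal effect; plate controls were no compound for no effect and no enzyme for full effect; nearly all actives have a fitted effect of over 20% in size; some results filed as inactive show a strong effect at the top dose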
#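 AmpC (5.3 nM in the dispensed reagent) in 20 mM phosphate pH 7.0 with 0.01% (detergent screen) or 0.0001% Triton X-100 was preincubated with compounds for 15 min at room temperature. Nitrocefin was then added from an 800 uM solution, and hydrolysis was followed at 480 nm.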
# HCMV inh: inhibitors of human cytomegalovirus; HFF cells, HCMV-luciferase reporter, 72 h; hits give low values; activity change, negative = inhibition, % at 57.5 µM; actives 4.5% (n = 410,000); in the data active = activity change below about -60%; inconclusive = no clear call, values can overlap the other calls; inactive = above about -39%
#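 Screen run at 2 compound doses on HFFs infected with reporter HCMV, MOI 1 PFU/cell. Luciferase activity from cell lysates at 72 h post infection gave inhibition relative to buffer-only and Salinomycin wells.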
# An asterisk follows results filed as active; ? = inconclusive; nt = not tested or not shown; [ ] = another dose, or the depositor's remark. Unless noted, calls follow the shape of the dose curve; as a rule, active = well fitted curve in the direction sought with a large enough effect; inconclusive = small, poorly fitted or top-dose-only effect, or another doubt; inactive = no such curve, though single readings can be large; an effect the other way counts as inactive or inconclusive. Unless noted, % is scaled to controls: 0 for no effect and ±100 for the full control effect.
# Below each compound: AmpC detergent	AMA1 RON2 block	LmPK inh	HCV inh	Tb PYK inh	AmpC no deterg	HCMV inh
> Cc1ccc(C(=O)Nc2ccc3c(c2)C(=O)NC3=O)cc1
→ ?	4%	1%	12%	-8%	-26%	-13
> COCc1cc(C)nc2sc3c(c12)NC(c1ccc(O)c(OC)c1)N(c1ccccc1)C3=O (stereo not drawn)
→ 20%	nt	nt	nt	-6%	nt	-11
> COc1ccc(C(O)(CC(C)C)C(CN2CCOCC2)c2ccccc2)cc1 (stereo not drawn)
→ 1%	-3%	-1%	-6%	-1%	149%[activator]	-83*
> CCOc1ccc(CNC(=O)CN2C(=O)C3CCCCN3c3ccc(C(=O)N4CCCC4)cc32)cc1 (stereo not drawn)
→ 19%	nt	nt	nt	0%	nt	-8
> COCCn1cc(C(=O)N2CCC3(CC2)OCCO3)c2c3ccccc3n(C)c2c1=O
→ 1%	9%	0%	?	4%	30%	32
> c1ccc(N2CCN(c3ccccc3)C2c2ccncc2)cc1
→ 1%	-10%	2%	-9%	-5%	-2%	-13
> Cc1occc1-c1nnc(SCC(=O)Nc2ccccn2)o1
→ 6%	23%	9%	24%	-2%	-12%	26
> CCn1c(N2CCN(C(=S)Nc3ccc(OC)cc3)CC2)nc2ccccc21
→ 7%	3%	8%	?	-2%	-3%	-31
> COc1ccc(C(=O)NCC(=O)OCc2ccc(Cl)cc2Cl)cc1OC
→ 1%	17%	nt	14%	1%	4%	8
> COc1ccc(-n2c(SCC(=O)N/N=C/c3ccccc3OCC(=O)O)nc3ccccc3c2=O)cc1
→ -9%	5%	4%	9%	9%	-13%	-9
> O=P(Cc1cccc2ccccc12)(c1ccccc1)c1ccccc1
→ nt	0%	nt	-8%	2%	nt	7
> CC(C)c1ccc(NC(=O)CSc2nc3c(c(=O)[nH]2)CCC3)cc1
→ -4%	nt	3%	1%	nt	-14%	nt
> CCCC[C@H]1COCCS(=O)(=O)N1Cc1cccc(F)c1
→ -9%	0%	5%	-6%	-3%	40%	?
> CCC(Sc1nc(-c2cccc(OC)c2)c(C#N)c(=O)[nH]1)C(=O)Nc1nnc(C(C)C)s1 (stereo not drawn)
→ 5%	3%	-3%	21%	0%	-22%	-5
> Cc1c(NC(=O)c2cccc(F)c2)c(=O)n(-c2ccccc2)n1C
→ 1%	-9%	6%	18%	9%	-12%	-18
> COc1cc(NC(=S)NCCN2CCOCC2)cc(OC)c1OC
→ 2%	0%	2%	20%	5%	-15%	85
> CC(=O)NCCC(=O)N(Cc1ccccc1)c1nc2c(C)cccc2s1
→ 1%	-7%	0%	-6%	5%	270%[activator]	22
> O=C1CN(C(=O)COc2ccc(F)cc2Br)c2ccccc2N1
→ 1%	-2%	0%	2%	1%	-21%	?
> O=C(NC(=S)N1CCCC1)c1ccccc1Cl
→ 2%	75%[activator]	-7%	5%	-9%	-1%	-13
> COc1ccc(N2C(=O)C3CCCN3C2c2ccccc2)cc1 (stereo not drawn)
→ -21%	5%	2%	18%	-4%	-9%	11

# Single records, from the list above.
# CC(=O)NCCC(=O)N(Cc1ccccc1)c1nc2c(C)cccc2s1 across the screens: AmpC detergent = 1%; AMA1 RON2 block = -7%; LmPK inh = 0%; HCV inh = -6%; Tb PYK inh = 5%; AmpC no deterg = 270%[activator]; HCMV inh = 22
# COc1ccc(C(O)(CC(C)C)C(CN2CCOCC2)c2ccccc2)cc1 (stereo not drawn) across the screens: AmpC detergent = 1%; AMA1 RON2 block = -3%; LmPK inh = -1%; HCV inh = -6%; Tb PYK inh = -1%; AmpC no deterg = 149%[activator]; HCMV inh = -83*

# Later entries
# Below each compound: AmpC detergent	AMA1 RON2 block	LmPK inh	HCV inh	Tb PYK inh	AmpC no deterg	HCMV inh
> Cn1nc(OC(=O)Nc2cccc(Cl)c2)cc1C(F)(F)F
→ 0%	5%	-3%	-16%	-2%	-33%	-28
> CC1(C)N=C(N)N=C(N)N1c1cccc(C#N)c1
→ nt	6%	nt	?	-5%	nt	-77*
> S=C(NCCc1ccccc1)N/N=C/c1cccc(Cl)c1Cl
→ 2%	33%[activator]	-1%	-3%	-10%	-38%	-16
> Cc1ccc(C)c(NC(=O)CSc2nc3c([nH]c4ccccc43)c(=O)n2-c2ccc(F)cc2)c1
→ 3%	nt	nt	nt	3%	nt	11
> CC(=O)Nc1nnc(SCC(=O)N2CCN(Cc3ccccc3)CC2)s1
→ 0%	-4%	1%	12%	2%	-17%	-11
> CCCCNC(=O)CCSc1nc2nc(C)cc(C)n2n1
→ 3%	0%	2%	-27%	-23%	12%	-26
> O=C(O)c1ccc2c3c(cccc13)C(=O)N(c1cccc3ccccc13)C2=O
→ -3%	-1%	3%	-1%	4%	36%	-28
> CS(=O)(=O)N(CC(=O)N1CCCC1)c1cccc(Cl)c1Cl
→ -2%	6%	1%	17%	4%	-4%	-21
> CCOc1cc(CNc2ccc(Br)cc2)cc(Br)c1OCC(=O)NC(C)(C)C
→ 10%	?	8%	?	5%	-9%	?
> CN(Cc1nc2ccccc2[nH]1)C(=O)C1CCC(=O)N(CCc2cccc(F)c2)C1 (stereo not drawn)
→ -1%	17%	-20%	nt	0%	25%	-40
> CC(C)NC(=O)Cn1ccc2cc(S(=O)(=O)N3CCCCCC3)ccc21
→ 17%	nt	nt	nt	-10%	nt	-11
> COc1ccc(-n2nc(C(=O)NCC(=O)N3CCN(Cc4ccccc4)CC3)c3ccccc3c2=O)c(OC)c1
→ 2%	-1%	8%	-4%	1%	156%[activator]	-27
> O=C(/C=C/c1ccco1)c1ccccc1O
→ 5%	?	?	-11%	1%	-29%	-38
> COCCNC(=O)c1ccc(N2CC3CC(C2)c2cccc(=O)n2C3)c(NC(=O)c2ccccc2Br)c1 (stereo not drawn)
→ nt	0%	nt	nt	0%	nt	31
> Cc1ccc(C2OCC3(CO2)COC(c2ccc(C)cc2)OC3)cc1 (stereo not drawn)
→ ?	-5%	2%	17%	8%	-15%	?
> Cc1ccc(SCCNC(=O)/C=C/c2cccc([N+](=O)[O-])c2)cc1
→ ?	-20%	2%	-13%	5%	-14%	-22
> CCOCCCNC(=O)CSc1nnc(-c2ccc(S(=O)(=O)N3CCCC3)cc2)n1C
→ -13%	11%	-1%	16%	0%	-6%	-24
> CCCCN1C(=O)C(CC(=O)NCCCCc2ccccc2)CC(C(=O)N(C)C)=C1C (stereo not drawn)
→ nt	-7%	nt	nt	2%	nt	1
> Cc1ccc(C(=O)N/C(=C\c2ccc(-c3ccc([N+](=O)[O-])cc3)o2)C(=O)NC2CCS(=O)(=O)C2)cc1 (stereo not drawn)
→ 6%	9%	0%	-15%	1%	181%[activator]	?
> Cc1ccc2nc(Cl)c3cc(C(=O)N(CCN(C)C)Cc4ccco4)sc3c2c1
→ 7%	-21%	-4%[11.5 µM]	?	4%	9%	?
> O=C(Nc1cccc(-c2cccc(Cl)c2)c1)C1CCN(Cc2ccccn2)CC1
→ 0%	18%	0%	10µM*	-12%	175%[activator]	-74*
> O=C1CC(c2ccccc2)Cc2[nH]c(=O)c(C(=O)Nc3ccc(F)cc3)cc21 (stereo not drawn)
→ -1%	nt	nt	nt	4%	nt	7
> CSc1ccccc1NC(=O)CNCCCN1CCOCC1
→ 4%	6%	-9%	6%	-7%	-2%	-16
> CCCOc1ccc(C(C)=O)cc1Cc1c(O)nc(SC)[nH]c1=O
→ -3%	-3%	7%	10%	-3%	46%	19
> O=C(CCn1c(=O)c2sccc2n(CC(=O)NCc2ccco2)c1=O)NCc1ccccc1
→ 0%	4%	0%	14%	1%	-12%	0
> CCOC(=O)c1[nH]c(Cc2[nH]c(C(=O)OCC)c(C)c2CCC(=O)OC)c(CCC(=O)OC)c1C
→ ?	?	-2%	?	6%	15%	-23
> COc1cc(OC)c2ccc(=O)oc2c1C(CCN1CCN(c2ccccc2)CC1)c1ccc(N(C)C)cc1 (stereo not drawn)
→ -3%	25µM*	2%	-5%	0%	75%[activator]	-27
> CCCn1c(=O)c(C(=O)NNC(=O)c2ccccc2Cl)c(O)c2ccccc21
→ 3%	61%[activator]	-4%	-17%	-10%	-35%	19
> Cc1ccc(-n2ccnc(SCC(=O)NC3CCCC3)c2=O)cc1Cl
→ 0%	14%	nt	4%	-26%	-13%	-26
> CN(C(=O)c1ccccn1)c1nnc(-c2cnccn2)s1
→ -2%	13%	-3%	-3%	0%	-20%	7
> CC12COC3(C(=O)Nc4ccc(Cl)cn4)CC1CCC32C (stereo not drawn)
→ -7%	12%	-9%	6%	8%	-6%	5
> COc1ccc(N2CCN(C(=O)COc3ncnc4ccccc34)CC2)cc1
→ -7%	-1%	-4%	-4%	-3%	26%	-35
> COc1cccc(-c2nc(CS(=O)CC(=O)NC3CCCCC3)c(C)o2)c1 (stereo not drawn)
→ ?	5%	-2%	-4%	4%	84%[activator]	0
> COC(=O)c1ccc(SCC(=O)NCc2ccccc2)c([N+](=O)[O-])c1
→ -14%	-15%	2%	14µM*	3%	-23%	42
> COc1cccc(C(=O)NC2CCSC2=O)c1 (stereo not drawn)
→ -1%	-5%	0%	-1%	4%	-2%	51
> Fc1ccccc1-c1nc(NCC2CC2)nc2ccsc12
→ nt	71%[activator]	nt	nt	-1%	nt	-1
> Cc1cc(C)cc(N(CC(=O)N2CCN(c3ccccc3)CC2)S(=O)(=O)c2c(C)noc2C)c1
→ -11%	-10%	2%	-19%	-3%	40%	26
> CSc1nc(C)cc(OCCO)n1
→ 0%	13%	4%	20%	-3%	-6%	-1
> CN1CCN(NC(=O)c2cccc(C(F)(F)F)c2)CC1
→ -7%	3%	-3%	?	2%	-8%	-24
> Cc1ccc2nc(-c3ccc(NC(=O)C4CCCO4)cc3)[nH]c2c1 (stereo not drawn)
→ -11%	-3%	-25%	-26%	0%	-49%	4
> CN(c1ccccc1)S(=O)(=O)c1cccc(NC(=O)c2cccc(C#N)c2)c1
→ ?	3%	nt	10µM*	4%	-38%	0
> O=S(=O)(c1ccccc1)N1CCN=C1SCc1ccccc1
→ 5%	3%	-1%	1%	-19%	-12%	-20
> CCn1c(SCC(=O)NCC(=O)Nc2ccc(F)cc2)nnc1-c1cccs1
→ -8%	6%	0%	1%	-6%	9%	-8
> Cc1ccc(NC(=O)COC(=O)/C(=C/c2cccs2)c2cccs2)cc1S(=O)(=O)N(C)C
→ -13%	-26%	-1%	?	2%	?	-40
> Nc1c(N(CCC2=CCCCC2)C(=O)c2ccccc2F)c(=O)[nH]c(=O)n1Cc1ccccc1
→ ?	-15%	nt	6%	-5%	-48%	-35
